M. tuberculosis GlmU – inhibition of mycobacterial GlmU enzyme – biochemical, glucosamine-1-phosphate acetyltransferase (AID 1376) | M. tuberculosis GlmU acetyltransferase enzyme assay; higher % means a stronger effect | inhibition, %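 (tested at 30 µM in the primary screen)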, or IC50 in µM where a hit was titrated | 220,000 compounds, 0.25% hits; in the data active = inhibition above about 13%;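 note: 0% = complete reaction with vehicle and 100% = reaction without substrate; strong numbers were not always called active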
Mtb RmlCD inh – inhibitors of Mycobacterium tuberculosis RmlC and RmlD coupled enzymes | P9WH09+P9WH11 | RmlC+RmlD coupled enzyme assay, percent inhibition; primary screen in compound mixtures | inhibition, % at 3.6 µM | 160,000 compounds, 0.03% hits | AID 1533; in the data active = inhibition mostly above about 34%, no sharp cut-off; note: some results filed as inactive read as strong as hits
Target sequence (P9WH09 whole entry, looked up): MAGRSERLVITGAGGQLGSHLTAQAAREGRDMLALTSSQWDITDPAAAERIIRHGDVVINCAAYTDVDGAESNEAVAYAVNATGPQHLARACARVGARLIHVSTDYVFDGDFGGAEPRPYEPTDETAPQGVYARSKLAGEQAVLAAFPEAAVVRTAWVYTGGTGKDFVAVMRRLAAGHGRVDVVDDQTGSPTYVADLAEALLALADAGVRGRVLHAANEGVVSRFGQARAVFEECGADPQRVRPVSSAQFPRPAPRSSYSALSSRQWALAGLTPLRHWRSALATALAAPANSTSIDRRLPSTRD
Target sequence (P9WH11 whole entry, looked up): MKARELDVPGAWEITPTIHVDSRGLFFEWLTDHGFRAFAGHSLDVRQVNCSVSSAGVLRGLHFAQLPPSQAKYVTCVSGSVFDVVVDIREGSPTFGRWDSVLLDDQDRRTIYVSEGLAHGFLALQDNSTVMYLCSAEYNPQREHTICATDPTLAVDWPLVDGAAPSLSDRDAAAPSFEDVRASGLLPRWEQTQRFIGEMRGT
* = called active by the depositor. Only part of the results is shown; the hit share may differ from the screen's.

How did O=C(COC(=O)c1ccc(Br)o1)NCc1cccs1 do in these assays?
M. tuberculosis GlmU: 1.8%; Mtb RmlCD inh: 99

What do the screens show for `O=C(O)Cn1cc2c(n1)CCCCC2`?
M. tuberculosis GlmU: 2.0%

Results for Nc1nc2ncc(C(=O)c3cc(F)ccc3O)cc2s1 ?
M. tuberculosis GlmU: 6.6%; Mtb RmlCD inh: 7

Results for CC(C)(C)C1CCC(OCC(O)CN2CCN(c3ccccn3)CC2)CC1 (stereo not given) ?
M. tuberculosis GlmU: -9.9%; Mtb RmlCD inh: 12

How did CC(C)OC(=O)CSc1nnc(COc2ccc([N+](=O)[O-])cc2)n1C do in these assays?
M. tuberculosis GlmU: -0.6%; Mtb RmlCD inh: 0

Results for Cc1cc(C)cc(NC(=O)CN2CCCN(S(=O)(=O)c3ccc(Br)s3)CC2)c1 ?
M. tuberculosis GlmU: 0.4%; Mtb RmlCD inh: 8

How did Cc1cc(C)n(-c2ccc(C(=O)Nc3cccc(S(=O)(=O)N(C)C)c3)cc2)n1 do in these assays?
M. tuberculosis GlmU: -0.1%; Mtb RmlCD inh: -9

What do the screens show for `O=C(O)C1CC=CCC1C(=O)Nc1ccccc1C(=O)N1CCN(c2ccc(Cl)cc2)CC1` (stereo not given)?
M. tuberculosis GlmU: 0.2%

What do the screens show for `Cc1ccccc1Oc1cc(NC(=O)Cn2cnc([N+](=O)[O-])c2)cc([N+](=O)[O-])c1`?
M. tuberculosis GlmU: -6.5%; Mtb RmlCD inh: 7

How did CCOC(=O)N1CCN(C(=O)COc2cccc3c2CCN(Cc2cccc(C)c2)C3=O)CC1 do in these assays?
M. tuberculosis GlmU: 0.0%; Mtb RmlCD inh: 6

What do the screens show for `COC(=O)c1[nH]c2cc(OC)ccc2c1NC(=O)c1c(F)cccc1F`?
M. tuberculosis GlmU: -5.4%

Results for COc1ccc(S(=O)(=O)n2ccnc2)c2cccnc12 ?
M. tuberculosis GlmU: 1.0%; Mtb RmlCD inh: 16

Results for C=CCn1c(C)cc(C(=O)COC(=O)[C@@H](NC(=O)c2ccccc2Cl)C(C)C)c1C ?
M. tuberculosis GlmU: -4.9%; Mtb RmlCD inh: 2

Results for O=c1[nH]c(=O)n(Cc2ccco2)c(O)c1C=NCc1ccco1 ?
M. tuberculosis GlmU: -6.5%

Results for CN(Cc1ccc(F)cc1)C(=O)c1cccc(OC2CCN(C3CCCC3)CC2)c1 ?
M. tuberculosis GlmU: 2.2%

How did COc1ccc(-c2nc(Cc3ccc(Cl)cc3)no2)cc1OC do in these assays?
M. tuberculosis GlmU: -5.2%; Mtb RmlCD inh: 11

How did CCOC(=O)c1oc2ccccc2c1CSc1nnnn1-c1ccc(C)cc1 do in these assays?
M. tuberculosis GlmU: 0.4%; Mtb RmlCD inh: -2

What do the screens show for `Cc1noc(C)c1COc1ccc(C(=O)OCC(=O)NCCN2C(=O)CSC2=O)cc1`?
M. tuberculosis GlmU: -1.6%; Mtb RmlCD inh: 1

What do the screens show for `C=CCn1cc(C(=O)N2CCN(C)CC2)c(=O)c2cc(S(=O)(=O)N3CCCC3)ccc21`?
Mtb RmlCD inh: 7

What do the screens show for `COC(=O)c1ccc(N2OC3(C)C=CC2CC3)cc1` (stereo not given)?
M. tuberculosis GlmU: -3.7%

9 compounds from above, ordered by number of heavy atoms, lowest first.
What do the screens show for `COC(=O)c1ccc(N2OC3(C)C=CC2CC3)cc1` (stereo not given)?
M. tuberculosis GlmU: -3.7%

Results for COc1ccc(S(=O)(=O)n2ccnc2)c2cccnc12 ?
M. tuberculosis GlmU: 1.0%; Mtb RmlCD inh: 16

How did COc1ccc(-c2nc(Cc3ccc(Cl)cc3)no2)cc1OC do in these assays?
M. tuberculosis GlmU: -5.2%; Mtb RmlCD inh: 11

What do the screens show for `COC(=O)c1[nH]c2cc(OC)ccc2c1NC(=O)c1c(F)cccc1F`?
M. tuberculosis GlmU: -5.4%

How did CCOC(=O)c1oc2ccccc2c1CSc1nnnn1-c1ccc(C)cc1 do in these assays?
M. tuberculosis GlmU: 0.4%; Mtb RmlCD inh: -2

What do the screens show for `Cc1ccccc1Oc1cc(NC(=O)Cn2cnc([N+](=O)[O-])c2)cc([N+](=O)[O-])c1`?
M. tuberculosis GlmU: -6.5%; Mtb RmlCD inh: 7

Results for C=CCn1c(C)cc(C(=O)COC(=O)[C@@H](NC(=O)c2ccccc2Cl)C(C)C)c1C ?
M. tuberculosis GlmU: -4.9%; Mtb RmlCD inh: 2

What do the screens show for `Cc1noc(C)c1COc1ccc(C(=O)OCC(=O)NCCN2C(=O)CSC2=O)cc1`?
M. tuberculosis GlmU: -1.6%; Mtb RmlCD inh: 1

How did CCOC(=O)N1CCN(C(=O)COc2cccc3c2CCN(Cc2cccc(C)c2)C3=O)CC1 do in these assays?
M. tuberculosis GlmU: 0.0%; Mtb RmlCD inh: 6

Next section:
Results for O=C(CSc1nnc(-c2ccccc2O)o1)Oc1ccc(Br)cc1 ?
M. tuberculosis GlmU: 1.1%

Results for O=C(C1CC1)N1CCC(c2nc(-c3ccc(S(=O)(=O)N4CCCC4)cc3)no2)CC1 ?
M. tuberculosis GlmU: 0.1%; Mtb RmlCD inh: 13

Results for CCC(CC)NC(=O)c1ccc2nc[nH]c2c1 ?
M. tuberculosis GlmU: -2.8%

How did c1ccc(CNc2ncnc3c2ncn3C2CCCCO2)cc1 (stereo not given) do in these assays?
M. tuberculosis GlmU: -1.2%; Mtb RmlCD inh: 4

How did O=C(O)c1ccccc1-c1nc2cc(Cl)ccc2c(=O)n1O do in these assays?
M. tuberculosis GlmU: 9.9%; Mtb RmlCD inh: -2

Results for O=C(CSc1ccc(Cl)cc1)N1CCN(c2ccc([N+](=O)[O-])cc2Cl)CC1 ?
M. tuberculosis GlmU: 1.4%

How did CC1(C(=O)N(c2ccccc2)C(C(=O)NC2CCCC2)c2ccccn2)CC(=O)N=C2C=CC=CN21 (stereo not given) do in these assays?
M. tuberculosis GlmU: 6.8%; Mtb RmlCD inh: -4

How did Cc1ccc(NC(=S)N/N=C/c2ccc([N+](=O)[O-])s2)cc1 do in these assays?
M. tuberculosis GlmU: -1.4%; Mtb RmlCD inh: -8

How did CC(=O)N1N=C(N)SC1(C)C do in these assays?
M. tuberculosis GlmU: 1.1%; Mtb RmlCD inh: 3

How did C=CCOC(=O)CCP(=O)(CCC(=O)OCC=C)c1ccccc1 do in these assays?
M. tuberculosis GlmU: 1.4%; Mtb RmlCD inh: -6

What do the screens show for `COc1ccccc1NS(=O)(=O)c1ccc(OC)c([N+](=O)[O-])c1`?
M. tuberculosis GlmU: -2.5%; Mtb RmlCD inh: 8

How did CCCCn1c2c(c3ccccc31)CCc1nonc1-2 do in these assays?
M. tuberculosis GlmU: -4.4%

What do the screens show for `N#CC1CN(Cc2ccccc2)CN(Cc2ccccc2)C1`?
M. tuberculosis GlmU: -1.0%; Mtb RmlCD inh: 3

What do the screens show for `C=C(C)CSc1nnc(-c2cc(OC)c(OC)c(OC)c2)n1N`?
M. tuberculosis GlmU: -0.1%; Mtb RmlCD inh: -7

Results for Cc1cccc(Oc2nc3c(c(=O)n(C)c(=O)n3C)n2C)c1 ?
M. tuberculosis GlmU: -0.9%; Mtb RmlCD inh: -4

What do the screens show for `O=C(COc1ccccc1)Nc1ccc(S(=O)(=O)N2CCCCCC2)cc1`?
M. tuberculosis GlmU: 4.9%

Results for CCc1nnc(NC(=O)c2oc3cc(C)c(C)cc3c2C)s1 ?
M. tuberculosis GlmU: 1.7%; Mtb RmlCD inh: 5

How did COC(=O)c1ccc(Sc2ccccn2)c([N+](=O)[O-])c1 do in these assays?
M. tuberculosis GlmU: -0.7%; Mtb RmlCD inh: -7

What do the screens show for `O=C(CSc1nc2ccccc2c(=O)n1-c1ccccc1F)Nc1ccc2c(c1)CCC2`?
M. tuberculosis GlmU: -1.1%; Mtb RmlCD inh: -8

How did Cc1nc([N+](=O)[O-])c(Br)n1CC(=O)c1cccc([N+](=O)[O-])c1 do in these assays?
M. tuberculosis GlmU: 6.5%; Mtb RmlCD inh: 7

Results for CCC1Sc2ccccc2N(CC(=O)NC2CCCC2)C1=O (stereo not given) ?
M. tuberculosis GlmU: -5.1%

Results for COc1ccccc1N1CCN(Cc2ccc(Br)o2)CC1 ?
M. tuberculosis GlmU: 7.7%; Mtb RmlCD inh: -8

How did NS(=O)(=O)c1ccc(NC(=O)c2cccc(Cl)c2)cc1 do in these assays?
M. tuberculosis GlmU: -4.1%; Mtb RmlCD inh: 5

What do the screens show for `O=C(O)C1CC=CCC1C(=O)Nc1ccc(N2CCN(Cc3ccccc3)CC2)cc1` (stereo not given)?
M. tuberculosis GlmU: -9.0%

How did O=C(NCc1ccco1)c1nc(-c2ccc(F)cc2)no1 do in these assays?
M. tuberculosis GlmU: 2.7%; Mtb RmlCD inh: 7

How did Cc1ccc(-n2c(SCC(=O)N/N=C/c3ccccc3C(=O)O)nnc2-c2ccccc2)cc1 do in these assays?
M. tuberculosis GlmU: -0.8%; Mtb RmlCD inh: -10

How did O=C(CN1CCCC1)Nc1cc(C(F)(F)F)ccc1Cl do in these assays?
M. tuberculosis GlmU: -5.0%; Mtb RmlCD inh: -4

Results for CCc1c(C)sc(NC(=O)c2cc(C(C)C)on2)c1C#N ?
M. tuberculosis GlmU: 2.1%; Mtb RmlCD inh: -14

How did CCOC(=O)C1(Cc2ccccc2)NC(c2ccccc2F)C2C(=O)N(CC)C(=O)C21 (stereo not given) do in these assays?
M. tuberculosis GlmU: -3.2%

How did O=C(c1cccc(F)c1)N1CCN(c2ccc([N+](=O)[O-])c(N3CCCCC3)c2)CC1 do in these assays?
M. tuberculosis GlmU: -4.3%

Results for COc1ccc(-n2c(=O)cc(N3CCN(c4ccccc4)CC3)[nH]c2=O)cc1 ?
M. tuberculosis GlmU: -4.0%

Results for CC1(C)C(=O)OC(c2cccn2-c2cccc([N+](=O)[O-])c2)C2(CCCCC2)C1=O (stereo not given) ?
M. tuberculosis GlmU: 0.1%; Mtb RmlCD inh: -5

Results for COc1ccc(N2CCN(C(=O)CCNS(=O)(=O)c3ccc(Br)s3)CC2)cc1 ?
M. tuberculosis GlmU: -3.3%; Mtb RmlCD inh: -7

What do the screens show for `O=C(NCc1ccccc1)C(=O)Nc1cccc(C(=O)O)c1`?
M. tuberculosis GlmU: -7.2%

What do the screens show for `O=C(CSCc1c(F)cccc1Cl)NCc1cccnc1`?
M. tuberculosis GlmU: -0.9%

How did Cc1cccc(C)c1OCC(O)CNC(C)(C)C (stereo not given) do in these assays?
M. tuberculosis GlmU: 8.3%; Mtb RmlCD inh: 2

Results for CCOC(=O)c1cn(Cc2ccccc2)c2cc(C)nn2c1=O ?
M. tuberculosis GlmU: 7.8%; Mtb RmlCD inh: -2

What do the screens show for `CC1CCCCN1CC(=O)Nc1ccc2c(c1)OC(F)(F)O2` (stereo not given)?
M. tuberculosis GlmU: -1.9%

What do the screens show for `CCN(CC)C(=O)c1ccc(NC(=O)Nc2ccccc2F)cc1`?
M. tuberculosis GlmU: 6.1%; Mtb RmlCD inh: -8

What do the screens show for `COc1ccc(-c2nn(CCC(=O)O)cc2/C=C2\SC(N)=NC2=O)cc1OC`?
M. tuberculosis GlmU: 7.5%; Mtb RmlCD inh: -6

Results for CC1(C)CC(=O)C2=C(C1)NC(=O)CC2c1cc(F)ccc1F (stereo not given) ?
M. tuberculosis GlmU: 1.6%

Results for COC(=O)c1cc2oc(C)cc2n1CC(=O)Nc1ccc(C)c(C)c1 ?
M. tuberculosis GlmU: 0.3%; Mtb RmlCD inh: 11

What do the screens show for `O=C(Nc1ccc2c(c1)OCCO2)C1CCN(S(=O)(=O)c2cccc3nsnc23)CC1`?
M. tuberculosis GlmU: -0.9%

How did O=C(CN1CCN(Cc2ccccc2F)C1=O)NCC1CCCO1 (stereo not given) do in these assays?
M. tuberculosis GlmU: 3.4%; Mtb RmlCD inh: -11

How did c1ccc2nc3c(cc2c1)CCCCCC3 do in these assays?
M. tuberculosis GlmU: -3.0%; Mtb RmlCD inh: -4

What do the screens show for `COC(=O)c1ccccc1NC(=O)C1CCN(C(=O)c2cc(OC)c(OC)c(OC)c2)CC1`?
M. tuberculosis GlmU: 1.3%

How did Cc1ccc(CNC(=O)C23CN(Cc4ccccc4)CC2C(c2ccc([N+](=O)[O-])cc2)=NO3)cc1 (stereo not given) do in these assays?
M. tuberculosis GlmU: 1.6%; Mtb RmlCD inh: 6

What do the screens show for `O=C(c1cccc(F)c1)N1CCN(CC2CC3C=CC2C3)CC1` (stereo not given)?
M. tuberculosis GlmU: -1.1%; Mtb RmlCD inh: 7

What do the screens show for `Cn1c(=O)n(C)c2cc([N+](=O)[O-])c(N3CCN(C(=O)c4ccccc4)CC3)cc21`?
M. tuberculosis GlmU: -2.4%

How did C[C@H](NC(=O)NC1CCCc2ccccc21)C(=O)O (stereo not given in full) do in these assays?
M. tuberculosis GlmU: 0.0%; Mtb RmlCD inh: 105

Results for O=C(Cc1c[nH]c2ccccc12)Nc1nc2ccccc2[nH]1 ?
M. tuberculosis GlmU: 1.6%; Mtb RmlCD inh: 6

How did Cc1cccc(/C=C\c2nc3ccccc3c(=O)[nH]2)c1 do in these assays?
M. tuberculosis GlmU: 2.4%

Results for O=C(O)c1cccc(-n2cccc2/C=C2/NC(=O)N(c3cccc(Cl)c3)C2=O)c1 ?
M. tuberculosis GlmU: 2.4%; Mtb RmlCD inh: 18

What do the screens show for `CCCn1c(NCc2cc(C)ccc2O)nc2ccccc21`?
M. tuberculosis GlmU: 5.5%

How did CC(C)(C)c1cn(-c2ccc(F)cc2)c(=S)[nH]1 do in these assays?
M. tuberculosis GlmU: 6.7%; Mtb RmlCD inh: -8

How did O=C(CSC(=S)N1CCSCC1)c1ccccc1 do in these assays?
M. tuberculosis GlmU: 1.7%; Mtb RmlCD inh: -7

How did CCN(CC)CCCn1c(C)cc2c(c1=O)C(c1cc(OC)c(OC)cc1OC)C(C#N)=C(N)O2 (stereo not given) do in these assays?
M. tuberculosis GlmU: 1.5%

Screens deposited in PubChem by several laboratories.
